Compound activity: PubChem BioAssay, NCI
NCI-60 one-dose screen, 48 h, at 10 µM unless noted. Numbers give growth in % (100 = growth as untreated, 0 = no growth, -100 = all killed).
SK-MEL-28 – SK-MEL-28 melanoma; 81,000 tested, 4.1% active
SK-MEL-2 – SK-MEL-2 melanoma. 77,000 tested, 4.7% active. AID 1794763
M14 – M14 melanoma. 80,000 tested, 6.2% active
HOP-92 – HOP-92 NSCLC cells | 71,000 tested, 6.3% active | AID 1794738
EKVX – EKVX NSCLC | 71,000 tested, 3% active | AID 1794765
A549/ATCC – A549/ATCC NSCLC | AID 1794740 | 81,000 tested, 3.7% active
SK-MEL-5 – SK-MEL-5 melanoma; 80,000 tested, 6.4% active; AID 1794755
HOP-62 – HOP-62 NSCLC; AID 1794735; 80,000 tested, 3.9% active
* hit, by the source's call; x = not tested or not shown; & = joins results of further samples. Rule for the calls: active = growth percent below 10; inactive = the rest.

SMILES	SK-MEL-28	SK-MEL-2	M14	HOP-92	EKVX	A549/ATCC	SK-MEL-5	HOP-62
CN(C)CCCSSCCCN(C)C	99	109	95	97	x	97	104	98
CCCc1cccc(-c2ccccc2)c1O	127	100	113	x	x	96	100	112
CC(=O)Nc1ccc2c(c1)C(=Nc1cccc(C)c1)c1ccccc1-2	118	98	110	87	103	87	100	114
c1nc(SCC2CO2)c2ncn(CC3CO3)c2n1 (stereo unspecified)	105	106	96	87	x	98	100	113
CC(=O)OCCn1c([N+](=O)[O-])cnc1/C=[N+](\[O-])C1CCCCC1	106	113	118	93	102	99	100	106
O=C(NCCc1c[nH]c2ccccc12)c1ccc(NS(=O)(=O)c2ccc3c(c2)OCCCO3)cc1	94	x	102	104	83	91	58	86
Cc1ccc(CN2CC(C(=O)OCC(=O)NC(=O)C3COc4ccccc4O3)CC2=O)cc1 (stereo unspecified)	101	91	93	141	117	110	103	81
CC(C)=CCc1cc2c(cc1O)C1=C(C(=O)C3=C(NCCS3(=O)=O)C1=O)C(C=C(C)C)O2 (stereo unspecified)	24	19	3.7*	115	49	66	5.3*	25
CC[C@H](C)[C@H](NC(=O)CSc1nnc(-c2ccc(NC(=O)c3cccnc3)cc2)o1)C(=O)O	103	108	103	103	108	108	100	107
Clc1ccc(Nc2ccnc(N3CCN(c4ccnc5cc(Cl)ccc45)CC3)n2)cc1	64	74	34	39	x	49	x	47
COc1cc(-c2ccc(-c3ccc(C(=N)N)cn3)s2)cc(OC)c1OC	89	103	91	60	94	104	82	86
CC1=CC(C)(C)NC(=S)N1CCO	106&103	124&102	94&104	98&93	81&99	117&94	100&99	91&105
CCCCSc1nc(Nc2ccc(C(C)=O)cc2)c(C#N)c(-c2ccc(F)cc2)n1	109	119	111	71	101	105	98	104
COc1cc(-c2nc3c(ncc4ccc(=O)[nH]c43)s2)cc(OC)c1OC	111	104	98	83	93	105	90	102
CC(C)[C@@H](NS(=O)(=O)N(c1cccc(F)c1)C1CCN(Cc2ccc(O)cc2)CC1)C(=O)O	113	90	113	95	110	80	94	12
CN1c2ccccc2N(C)C1c1ccc2c(c1)OCO2	115	106	100	45	x	72	59	109
O=C(CSc1nnc(-c2ccc(Cl)cc2)o1)c1ccccc1	102	104	108	107	102	73	92	91
N#Cc1c(-c2ccc(Cl)cc2)nc(SCC(=O)NC2=NN=C(c3ccccc3)CS2)[nH]c1=O	76	83	72	58	86	91	84	69
COc1ccc(C2CC(c3cc(C)ccc3C)=NN2c2ccc(S(=O)(=O)NC(=O)NCc3ccccc3)cc2)cc1 (stereo unspecified)	83	78	81	94	x	x	80	95
CCN(CC)CC(O)CNc1ccnc2cc(Cl)c(Cl)cc12 (stereo unspecified)	98	108	106	53	92	101	85	89
Cc1[nH]c(/C=C/C(=O)c2ccc(C(F)(F)F)c(F)c2)c(C)c1C(=O)NC(C)(C)C	101	100	109	84	91	88	95	45
O=C(O)C#CC(=O)O	122	97	102	97	x	99	90	98
N#CC1(C#N)C2CCCC(O)(C2(O)O)C1(C#N)C#N (stereo unspecified)	114	99	98	105	95	81	106	81
O=C(CSc1nc2ccccc2c(=O)n1CCc1ccccc1)Oc1ccccc1	99	104	88	79	x	88	89	x
CCOC(=O)C1=C(C(=O)c2ccc(Br)cc2)C(c2ccc(O)c(O)c2)NC(=S)N1 (stereo unspecified)	105	119	100	98	98	105	99	80
C(=C\c1nc2ccccc2s1)/c1ccc(N2CCOCC2)s1	113	81	37	93	88	83	61	118
COC(=O)C1=Nc2ccc(F)cc2/C1=C\c1sc(=O)[nH]c1S	91	107	83	86	87	101	85	77
N#Cc1c(-c2ccc(F)cc2)cc(-c2cccc(OCC(=O)O)c2)[nH]c1=O	102	129	103	98	101	104	99	110
O=C(O)CCc1ccc2cc(O)ccc2c1	112	108	102	112	107	110	111	101
CCOC(=O)c1c[nH]c2cc(Cl)ccc2c1=O	109	x	102	x	x	102	102	105
CCOC(=O)C(C)SC1=C(C)C(=O)C(OC)=C(OC)C1=O (stereo unspecified)	98	99	x	84	92	98	102	90
O=C(Nc1ccc(Cl)cc1)c1cc(-c2ccc(Cl)cc2)c2sc(=O)[nH]c2n1	25	-29*	8.9*	x	9.1*	1.6*	-20*	-19*
CCOc1cccc2c(NC(C)CCCN(CC)CC)c(C)cnc12 (stereo unspecified)	126	105	104	97	104	91	108	99
O=S(=O)(O)Cc1c(O)ccc2ccccc12	112	112	106	99	109	88	108	93
COc1ccc(-c2n[nH]c(=O)c3nc(NC(=S)Nc4ccc(Oc5ccccc5)cc4)sc23)cc1	104	99	89	90	106	87	100	91
O=C(NCn1c(=O)[nH]c2ccccc2c1=O)Nc1ccc([N+](=O)[O-])cc1	102	101	128	86	92	90	89	98
O=S=C1C(=O)Nc2cc(Br)ccc21	112	103	95	82	54	101	99	88
Cc1cc2nc3c4cccc(O)c4n(CCN(C)C)c3nc2cc1C	76	54	44	55	42	20	39	32
COc1ccc(-c2nn(-c3ccccc3)cc2C2SCC(=O)N2c2cccc(F)c2)cc1OC (stereo unspecified)	113	103	106	95	93	103	101	103
CCOC(=O)CNS(=O)(=O)c1ccc(Oc2ccc(S(=O)(=O)NCC(=O)OCC)cc2)cc1	109	105	99	103	99	106	100	99
COc1ccc(/C=N/NC(=O)c2c(N)nn(C)c2Nc2ccccc2)cc1OC	105	116	104	91	x	100	99	98
Cc1nnc(NC(=O)c2ccccc2O)nc1C	114	106	105	92	108	96	97	106
CN(C)CC(=O)C(C#N)c1ccccc1 (stereo unspecified)	106	90	92	101	97	96	100	96
COc1ccc2[nH]c(=O)c3c(c2c1)OC(N)=C(C#N)C31C(=O)c2cccc3cccc1c23 (stereo unspecified)	103	100	93	96	104	99	100	93
CCOC(=O)c1cc(C(=O)c2cc(OC)cc(OC)c2)n2ccc(-c3cc[n+](CC(=O)c4cc(OC)cc(OC)c4)cc3)cc12	104	129	104	78	101	106	96	100
CC(C)CC(NC(=O)C(CCCN=C(N)N)NC(=O)OCc1ccccc1)C(=O)NC(CNC(=O)/C=C/c1ccccc1)C(C)C (stereo unspecified)	94	113	106	89	x	108	106	107
CCCCCCCCCCCN	105	102	100	96	x	94	100	98
O=C(Nc1ccccc1)Nc1ccc(NC(=O)c2cc(=O)[nH]c3ccccc23)cc1	95	120	95	79	98	95	99	78
CCOC(=O)CC1CSC(N/N=C(\C)c2ccc3ccc(OC)cc3c2)=N1 (stereo unspecified)	112	102	87	72	98	93	95	96
CC(C)=NOC(=O)Nc1ccc(F)cc1	99	93	90	78	91	108	97	99
O=C1c2c(O)cc(O)cc2OC(c2ccc(O)c(O)c2)C1O (stereo unspecified)	108	105	x	108	119	105	104	110
O=c1c2ccccc2c2nc3ccc4c(=O)c5ccccc5c5nc6ccc1c2c6c3c45	103	116	103	86	x	107	x	94
Cn1cc(-c2nnc(N)nc2-c2c[nH]c3ccc(F)cc23)c2cc(F)ccc21	94	97	73	x	89	82	97	59
CCS(=O)(=O)NC(CO)C(=O)O (stereo unspecified)	112	76	105	85	x	102	97	106
CCOC(=O)C1=C(C)NC(C)=C(C(=O)OCC)C1	101&105	110&109	98&162	90&79	109	99&104	103&101	91&117
CN(C)c1ccc2c(=O)cc[nH]c2c1	111	x	100	83	x	90	101	95
Cc1[nH]c(C2CC(c3ccccc3)=NN2C)c(C)c1C(=O)O (stereo unspecified)	108	104	96	93	96	98	100	100
Cc1ccccc1C(O)(c1ccccc1)c1ccccc1C	111	94	101	76	88	101	105	104
CCN=NNc1ccc(C)cc1	109	94	101	111	x	105	100	97
Cn1c2cc3c(oc-2nc1=N)-c1ccccc1OC3O (stereo unspecified)	112	101	94	97	109	98	97	89

Two records drawn at random from the list so far:
SMILES	SK-MEL-28	SK-MEL-2	M14	HOP-92	EKVX	A549/ATCC	SK-MEL-5	HOP-62
CC(C)CC(NC(=O)C(CCCN=C(N)N)NC(=O)OCc1ccccc1)C(=O)NC(CNC(=O)/C=C/c1ccccc1)C(C)C (stereo unspecified)	94	113	106	89	x	108	106	107
O=C1c2c(O)cc(O)cc2OC(c2ccc(O)c(O)c2)C1O (stereo unspecified)	108	105	x	108	119	105	104	110

Continued.
SMILES	SK-MEL-28	SK-MEL-2	M14	HOP-92	EKVX	A549/ATCC	SK-MEL-5	HOP-62
COc1nc2c(c(=O)n1C)CN(Cc1ccccc1)C=N2	108	106	101	21	111	88	111	94
CC(C)c1ccc(Cc2cnc(NC(=O)c3cc(Br)cs3)s2)cc1	54	24	16	36	44	31	10	36
COc1ccc(C2(O)OCC(COc3cc(C)c(Cl)c(C)c3)O2)cc1OC (stereo unspecified)	103	124	109	101	86	101	100	93
CSc1cc(=O)[nH]c(N)n1	99	106	103	98	91	94	98	107
O=C(c1ccccc1)c1c(/C=C/c2ccc(Cl)cc2)nc2ccccc2c1/C=C/c1ccc(Br)cc1	104	101	101	92	92	97	100	96
CC(/C=N/N=C(N)N)=N\NC(N)=S	114	57	80	65	66	68	95	61
CC(=O)N1N=C(c2ccc(Cl)cc2)CC1c1ccc2c(c1)OCO2 (stereo unspecified)	114	86	97	78	24	85	51	104
C[C@H](c1nc2ccccc2s1)[C@H]1CC[C@H]2[C@@H]3CCC4=CC(=O)CC[C@]4(C)[C@H]3CC[C@]12C	x	97	95	82	79	86	82	93
CC(=O)O[C@]1(C(C)=O)CC[C@H]2[C@@H]3C[C@H](Cl)C4=CC(=O)CC[C@]4(C)[C@H]3CC[C@@]21C	102	88	86	63	88	91	88	88
CSC1=NC=C(C#N)C2=NC(c3cccs3)NN12 (stereo unspecified)	109	x	94	x	x	90	x	101
Cc1ccc(N2CCN(C3=C(Cl)C(=O)c4ncccc4C3=O)CC2)cc1	81	94	70	84	97	91	90	73
Cc1cc2n(n1)-c1ccc(C#N)cc1Oc1ccccc1-2	104	115	105	110	100	94	100	88
COc1ccc(N2CCN(C3=C(Cl)C(=O)c4ncccc4C3=O)CC2)cc1	78	95	46	96	100	96	95	85
COc1cccc2c1N(C)CCC2N1CCCC1=O (stereo unspecified)	108	104	102	x	110	107	109	99
COc1ccc(Nc2ncc3c(=O)[nH]ccc3n2)cc1	114	102	109	114	98	101	100	114
O=C(O)c1ccc(CCCc2ccccc2)cc1	107	100	102	x	117	109	105	102
Cc1ccc2ccc3ccccc3c2c1	117	104	104	x	x	103	101	105
COc1ccc(C2CC(c3ccc(Nc4nc(NCCO)nc(Nc5ccc(Cl)cc5)n4)cc3)=NN2c2cc(Cl)cc(Cl)c2)cc1 (stereo unspecified)	96	116	100	100	78	85	95	79
Cc1ccc2nc(N)[nH]c2c1	117	101	103	80	97	104	105	107
O=C(CCl)NC1(C(=O)O)CCCC1	105&113	118&100	107&103	103&105	x	104&108	100&101	105&100
Cc1cccc2sc(/N=C(\N)C(Br)Br)nc12	38	5.6*	33	48	20	37	51	67
CCCc1cc(=O)oc2c(C(=O)CC(C)C)c(O)c(CC=C(C)C)c(O)c12	26	14	34	-26*	14	24	-46*	51
O=C1/C(=C/C2C=Nc3ccccc32)SC(c2ccc(Cl)cc2Cl)N1n1cnnc1 (stereo unspecified)	96	108	91	99	98	91	104	65
COc1ccc(/C=N/NC(=O)c2ccc(Br)o2)cc1	100	44	105	113	107	102	98	101
CCOC(=Nc1ccc([N+](=O)[O-])cc1)SC(c1ccccc1)(c1ccccc1)c1ccccc1	98	x	103	x	x	83	94	112
OCc1cnccc1N1CCC(OCc2ccccc2)C1 (stereo unspecified)	113	114	105	92	101	109	97	100
C[C@@H]1CC=C2[C@H](CC[C@H](O)C2(C)C)[C@@]1(C)CCc1ccoc1	115	93	97	83	102	91	96	85
NC(N)=NCCCCCNc1noc(Cc2c[nH]c3ccccc23)n1	101	105	105	63	96	97	88	91
COC(=O)c1ccc(CSc2nc(=O)n(Cc3ccc(F)cc3)c(=O)[nH]2)cc1	100	x	103	x	x	110	x	106
CC(C)C(NC(=O)OCc1ccccc1)C(=O)NC(Cc1c[nH]c2ccccc12)C(=O)O (stereo unspecified)	103	97	101	x	x	97	101	90
COc1ccc(C2OCC3(C)C(CCC4(C)C5CC(C6=CCOC6=O)OC5(C)CCC34)O2)cc1 (stereo unspecified)	113	114	97	93	78	96	77	100
Cn1c(=O)c2c(c3ccccc31)Oc1ncn3nc(-c4ccco4)nc3c1C2c1ccc(Cl)cc1 (stereo unspecified)	106	102	103	83	91	97	98	102
Nc1nnc(-c2ccc(OCc3nnc(-c4ccc(Cl)cc4)o3)cc2)s1	104	112	105	66	x	100	x	97

By substructure, the compounds so far with fluorine.
SMILES	SK-MEL-28	SK-MEL-2	M14	HOP-92	EKVX	A549/ATCC	SK-MEL-5	HOP-62
CCCCSc1nc(Nc2ccc(C(C)=O)cc2)c(C#N)c(-c2ccc(F)cc2)n1	109	119	111	71	101	105	98	104
CC(C)[C@@H](NS(=O)(=O)N(c1cccc(F)c1)C1CCN(Cc2ccc(O)cc2)CC1)C(=O)O	113	90	113	95	110	80	94	12
Cc1[nH]c(/C=C/C(=O)c2ccc(C(F)(F)F)c(F)c2)c(C)c1C(=O)NC(C)(C)C	101	100	109	84	91	88	95	45
COC(=O)C1=Nc2ccc(F)cc2/C1=C\c1sc(=O)[nH]c1S	91	107	83	86	87	101	85	77
N#Cc1c(-c2ccc(F)cc2)cc(-c2cccc(OCC(=O)O)c2)[nH]c1=O	102	129	103	98	101	104	99	110
COc1ccc(-c2nn(-c3ccccc3)cc2C2SCC(=O)N2c2cccc(F)c2)cc1OC (stereo unspecified)	113	103	106	95	93	103	101	103
CC(C)=NOC(=O)Nc1ccc(F)cc1	99	93	90	78	91	108	97	99
Cn1cc(-c2nnc(N)nc2-c2c[nH]c3ccc(F)cc23)c2cc(F)ccc21	94	97	73	x	89	82	97	59
COC(=O)c1ccc(CSc2nc(=O)n(Cc3ccc(F)cc3)c(=O)[nH]2)cc1	100	x	103	x	x	110	x	106
